PP5 primary: blocks human protein phosphatase 5 activity | P53041 | 0.18% of 320,000 active | purified PP5c, OMFP substrate fluorescence | inhibition, % at 6.7 µM | AID 1987;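 active = inhibition above the campaign's mean inhibition across all tested compounds plus 3 SD, cut at about 9.5% in these data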;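 note: 0% = DMSO only and 100% = 100 µM cantharidin control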
Fh CTSL1 inh: blocks F. hepatica cathepsin L1 in PFM18AAP counter-screen | recombinant F. hepatica cathepsin L1, Z-Leu-Arg-MCA fluorescence | inhibition, % at 5.96 µM | 0.49% of 300,000 active | AID 1906;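 active = inhibition above the mean of all tested compounds plus 3 SD, set per screening campaign, cut at about 17% in these data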;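 note: 0% = plate median of test compound wells and 100% = 1 µM Z-Phe-Ala-diazomethylketone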
GASC-1 inh: human JMJD2C demethylase inhibition. GST-JMJD2C(1-420) H3K9me3 demethylation, DELFIA europium. inhibition, % at 2.35 µM. 0.069% of 330,000 active. AID 2099;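 active = more than half of a compound's replicate wells show inhibition beyond 50%, single wells judged on their own value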;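 note: signal counts dimethyl H3K9 product captured on neutravidin plate; 0% = median of DMSO wells and 100% = 0.3 times that DMSO median; strong numbers were not always called active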
Target sequence (Q9H3R0 1-420 limits assumed): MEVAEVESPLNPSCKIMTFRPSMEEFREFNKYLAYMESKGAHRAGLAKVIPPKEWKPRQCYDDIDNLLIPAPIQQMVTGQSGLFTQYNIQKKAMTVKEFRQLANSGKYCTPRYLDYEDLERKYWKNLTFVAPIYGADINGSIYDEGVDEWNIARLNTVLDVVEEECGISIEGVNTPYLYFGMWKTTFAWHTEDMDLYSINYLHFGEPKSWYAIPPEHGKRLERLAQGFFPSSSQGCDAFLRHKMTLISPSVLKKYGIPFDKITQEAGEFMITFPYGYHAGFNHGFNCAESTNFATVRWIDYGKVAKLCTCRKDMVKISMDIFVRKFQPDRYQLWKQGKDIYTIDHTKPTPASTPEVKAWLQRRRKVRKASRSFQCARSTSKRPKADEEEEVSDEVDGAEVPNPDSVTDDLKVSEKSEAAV
PP1 counter: blocks human PP1-alpha phosphatase, a PP5 counter-screen. P62136. purified PP1alpha, OMFP fluorescence. inhibition, % at 6.7 µM. 0.9% of 320,000 active. AID 2235;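 active = inhibition above the mean inhibition of all tested compounds plus 3 SD, computed separately for each screening campaign, cut at about 15% in these data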
Target sequence (P62136 whole entry, looked up): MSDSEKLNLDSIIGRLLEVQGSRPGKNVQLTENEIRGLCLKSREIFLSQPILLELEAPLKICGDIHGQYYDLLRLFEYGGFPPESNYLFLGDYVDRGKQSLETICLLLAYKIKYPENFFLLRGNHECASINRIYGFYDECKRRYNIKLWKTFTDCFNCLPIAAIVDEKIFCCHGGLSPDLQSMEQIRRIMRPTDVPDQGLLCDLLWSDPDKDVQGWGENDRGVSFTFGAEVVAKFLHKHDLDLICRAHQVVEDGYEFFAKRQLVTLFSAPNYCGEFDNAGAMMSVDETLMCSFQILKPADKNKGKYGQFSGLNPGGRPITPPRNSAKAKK
EBNA-1 inh: blocks EBNA-1 binding to DNA | inhibition, % at 14.8 µM | AID 1950 | EBNA-1 DNA binding, fluorescence polarization | 0.34% of 300,000 active; in the data active = inhibition above about 28%
ZTA counter: counter-screen for EBNA-1 inhibitors: inhibitors of Epstein-Barr virus ZTA; P03206; ZTA-DNA binding, fluorescence polarization; inhibition, % at 11 µM; 0.15% of 320,000 active; AID 2234; in the data active = inhibition above about 33%
Target sequence (P03206 whole entry, looked up): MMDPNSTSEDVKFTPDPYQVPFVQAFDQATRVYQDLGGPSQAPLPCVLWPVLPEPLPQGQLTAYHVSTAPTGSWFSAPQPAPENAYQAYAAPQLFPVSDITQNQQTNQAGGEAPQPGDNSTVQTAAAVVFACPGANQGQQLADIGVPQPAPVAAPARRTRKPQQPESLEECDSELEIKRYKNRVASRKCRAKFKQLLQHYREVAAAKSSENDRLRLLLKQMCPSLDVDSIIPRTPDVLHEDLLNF
TPT1 inh: blocks Candida albicans tRNA 2'-phosphotransferase. recombinant caTPT1, FP RNA substrate dephosphorylation. inhibition, % at 5 µM. 0.81% of 300,000 active;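 active = inhibition above the mean of all tested compounds plus 3 SD, set per screening campaign, cut at about 24% in these data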;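 note: plate controls were DMSO alone for no effect and ferristatin control at 100 nM for full effect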
core dimer inh: blocks dimerization of HCV core protein | TR-FRET GST/Flag-core106 dimerization, 1536-well | inhibition, % at 5 µM | 0.33% of 300,000 active | AID 1899;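 active = inhibition above the mean of all tested compounds plus 3 SD, set per screening campaign, cut at about 45% in these data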
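test system = GST/Flag-tagged HCV core106 proteins | probe or stimulus = Eu donor and XL665 acceptor anti-tag antibodies | times = compound-protein-antibody incubation 4 h at 22.5 °C | signal = TR-FRET, excitation 340 nm, emission 617 and 671 nm | measure = percent inhibition of core106 dimerization signal | controls = wells lacking GST-core106 and wells with excess unlabelled core106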
Yeast superoxide: caloric restriction mimetics inhibiting age-related superoxide in yeast | S. cerevisiae aged cells, superoxide DHE fluorescence; hits give low values | superoxide response (% of plate mean), % at 10 µM | 0.18% of 330,000 active;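 active = superoxide response under a set limit, about three screen SD below normal, cut at about 65% in these data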;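 note: yeast aged for seven days with compound at 30 °C before DHE staining; 100% = average MFI of all compound-treated wells on the plate with controls excluded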
The depositor's hits bear a star; nt = no result given; & = joins results of further samples.

1: O=C(N/N=C/c1ccc(O)cc1O)NC12CC3CC(CC(C3)C1)C2
2: O=C(Nc1ccc(N2CCOCC2)cc1)c1ccc(Cl)cc1N1CCCC1=O
3: CN(CC(=O)Nc1ccc(C#N)cc1)CC(=O)Nc1ccc(N2CCOCC2)cc1
4: CCN(CC)S(=O)(=O)c1ccc(O)c(NC(=O)c2ccc(N3CCOCC3)c([N+](=O)[O-])c2)c1
5: NS(=O)(=O)c1ccc(OC(=O)CNC(=O)OCc2ccccc2)cc1
Screen / compound no. | 1 | 2 | 3 | 4 | 5
PP5 primary | 2.1 | 0.6 | -0.6 | 3.1 | 0.0
Fh CTSL1 inh | -7 | nt | 4 | -2 | 3
GASC-1 inh | -21 | -7 | -1 | 23 | 1
PP1 counter | 2 | -2 | -4 | -12 | 5
EBNA-1 inh | 9 | nt | 10 | -11 | -1
ZTA counter | -18 | -11 | 11 | 15 | -9
TPT1 inh | 2 | nt | -3 | 0 | -3
core dimer inh | 5 | nt | 3 | -6 | -5
Yeast superoxide | 93 | 88 | 96 | 90 | 108

Reformatted: results already given.
Order of values: PP5 primary	Fh CTSL1 inh	GASC-1 inh	PP1 counter	EBNA-1 inh	ZTA counter	TPT1 inh	core dimer inh	Yeast superoxide
3. CN(CC(=O)Nc1ccc(C#N)cc1)CC(=O)Nc1ccc(N2CCOCC2)cc1
 : -0.6	4	-1	-4	10	11	-3	3	96
1. O=C(N/N=C/c1ccc(O)cc1O)NC12CC3CC(CC(C3)C1)C2
 : 2.1	-7	-21	2	9	-18	2	5	93

(listing goes on)
6: O=C(CSc1nnc(NC(=O)C2CC2)s1)Nc1cccc(F)c1
7: COc1ccc(CC(=O)Nc2cc(Cl)ccc2C(=O)O)cc1
8: Cc1cccc(CN2CCN(C(=O)c3ccccc3F)CC2)c1
9: O=C(Cn1cc2c(n1)CCCC2)NC1CCN(Cc2ccccc2)CC1
10: Cc1ccnc(NC(=O)CCC(=O)N(CC(=O)NCCc2ccccc2)Cc2cccs2)c1
Screen / compound no. | 6 | 7 | 8 | 9 | 10
PP5 primary | -0.8 | 3.2 | 0.1 | 1.1 | 0.5
Fh CTSL1 inh | 1 | -1 | -1 | 1 | -2
GASC-1 inh | -7 | 13 | 9 | 1 | -2
PP1 counter | -2 | -1 | -2 | -3 | 0
EBNA-1 inh | 5 | 0 | 5 | 1 | 5
ZTA counter | -2 | -1 | 5 | 16 | 8
TPT1 inh | 0 | -1 | -6 | -4 | -4
core dimer inh | 0 | -1 | -7 | -1 | 11
Yeast superoxide | 93 | 125 | 107 | 93 | 104

Retrieved one by one from above, 2 records:
7: COc1ccc(CC(=O)Nc2cc(Cl)ccc2C(=O)O)cc1
6: O=C(CSc1nnc(NC(=O)C2CC2)s1)Nc1cccc(F)c1
Screen / compound no. | 7 | 6
PP5 primary | 3.2 | -0.8
Fh CTSL1 inh | -1 | 1
GASC-1 inh | 13 | -7
PP1 counter | -1 | -2
EBNA-1 inh | 0 | 5
ZTA counter | -1 | -2
TPT1 inh | -1 | 0
core dimer inh | -1 | 0
Yeast superoxide | 125 | 93

Next section.
11: CCCc1cc(C(=O)Cc2ccc(C(=O)OCC)o2)c(O)cc1O
12: Cc1ccc(/C=C/C(=O)O)cc1S(=O)(=O)NCc1ccco1
13: CCc1ccc(C(=O)CN2C(=O)NC(C)(c3ccc(C)cc3)C2=O)cc1 (configuration not stated)
14: CO/N=C(/CN1CCCCC1)c1ccc(Cl)cc1
15: COC(/C(=N/O)c1ccc(Cl)cc1)c1ccccc1 (configuration not stated)
Screen / compound no. | 11 | 12 | 13 | 14 | 15
PP5 primary | 2.5 | 1.6 | 0.2 | -2.2 | 2.4
Fh CTSL1 inh | 3 | -3 | -5 | 4 | 3
GASC-1 inh | 1 | -19 | 0 | -3 | -10
PP1 counter | -3 | -2 | -1 | -1 | 5
EBNA-1 inh | -11 | -1 | -7 | 5 | -1
ZTA counter | 2 | -16 | 3 | 12 | -15
TPT1 inh | 24* | 1 | 3 | -2 | -1
core dimer inh | 16 | 1 | 2 | 3 | -12
Yeast superoxide | 111 | 100 | 84 | 90 | 98

16: CC(C)Cc1ccc(CN2CCCC(NC(=O)c3cnc4ccccn4c3=O)C2)cc1 (configuration not stated)
17: CCN(CC)c1ccc(C(=O)NNC(=O)CNC(=O)c2cccs2)cc1
18: Cc1ccc(C(C)NC(=O)c2cc3ccccc3oc2=O)cc1C (configuration not stated)
19: Cc1cc(C)cc(Oc2coc3cc(OC(=O)c4cccnc4)ccc3c2=O)c1
20: N#CCCn1nc(-c2ccc([N+](=O)[O-])cc2)cc1Nc1ccccc1NC(=O)C(F)(F)F
Screen / compound no. | 16 | 17 | 18 | 19 | 20
PP5 primary | -1.3 | -0.9 | 1.9 | 0.1 | 1.7
Fh CTSL1 inh | 3 | nt | -2 | 3 | 2
GASC-1 inh | 2 | 0 | 7 | 0 | 0
PP1 counter | -1 | -4 | 1 | -1 | 0
EBNA-1 inh | 5 | nt | 6 | 6 | 2
ZTA counter | -10 | 3 | 2 | -2 | 4
TPT1 inh | 1 | nt | 0 | -1 | 4
core dimer inh | 16 | nt | -1 | -7 | 0
Yeast superoxide | 95 | 104 | 92 | 89 | 95

21: COc1cc(/C=C2\Oc3cc(O)ccc3C2=O)ccc1O
22: COc1cccc(/C=C2\Oc3cc(OCC(=O)N4Cc5ccccc5C[C@H]4C(=O)O)ccc3C2=O)c1
23: O=C(Nc1nccs1)c1cc2sccc2n1Cc1ccc(F)cc1
24: CC(NC(=O)CCNS(=O)(=O)c1ccccc1)c1ccccc1 (configuration not stated)
25: COc1ccc(/C(O)=C/Sc2nnc(Cc3ccccc3)o2)cc1
Screen / compound no. | 21 | 22 | 23 | 24 | 25
PP5 primary | 2.3 | 4.8 | 10* | -1.7 | 3.7
Fh CTSL1 inh | 5 | 0 | -1 | 0 | 0
GASC-1 inh | nt | 29 | -23 | -5 | 32
PP1 counter | -5 | 7 | -1 | -9 | -1
EBNA-1 inh | 2 | -6 | 3 | -1 | -8
ZTA counter | 4 | 6 | 4 | 2 | -9
TPT1 inh | 47* | -3 | -2 | 1 | 0
core dimer inh | -17 | -4 | 15 | -11 | 4
Yeast superoxide | 99 | 139 | 128 | 90 | 90

26: CCOC(=O)N1CCN(Cc2nc(N)nc(Nc3ccc(C)cc3C)n2)CC1
27: CCC(C)NC(=O)CSc1c2c(nc3ccccc13)CCCC2 (configuration not stated)
28: c1ccc(N2CCN(Cc3nnnn3C3CCCCC3)CC2)cc1
29: COc1ccc(S(=O)(=O)N2CCCN(CC(=O)Nc3ccc4c(c3)OCO4)CC2)cc1
30: COc1ccc(C2C(C(C)=O)=C(C)N=c3s/c(=C\c4cc(C)n(C)c4C)c(=O)n32)c(OC)c1 (configuration not stated)
Screen / compound no. | 26 | 27 | 28 | 29 | 30
PP5 primary | 1.8 | 3.5 | 2.0 | -0.4 | 4.5
Fh CTSL1 inh | 0 | -2 | 3 | -8 | 4
GASC-1 inh | nt | -7 | 13 | nt | 1
PP1 counter | 0 | 4 | -2 | -5 | 2
EBNA-1 inh | 17 | -5 | 8 | -7 | -5
ZTA counter | 21 | 1 | 16 | -19 | -14
TPT1 inh | 1 | -2 | -3 | -4 | 132*
core dimer inh | 1 | -4 | -4 | 1 | -7
Yeast superoxide | 103 | 101 | 116 | 90 | 96

31: COc1cc2c(cc1OC)C1C/C(=N\O)C(CC(C)C)CN1CC2 (configuration not stated)
32: O=C(Cn1c(=O)cnc2ccccc21)Nc1ccccc1N1CCOCC1
33: O=C(NCc1ccccc1)c1ccc2c(=O)n(CCCN3CCCC3=O)c(=S)[nH]c2c1
34: CC(=O)NCc1ccc(C(=O)CCl)cc1
35: O=C(Nc1ccc2c(c1)OCCO2)c1c(F)cccc1F
Screen / compound no. | 31 | 32 | 33 | 34 | 35
PP5 primary | 0.3 | -3.6 | 4.1 | 1.8 | 1.6
Fh CTSL1 inh | 4 | -7 | 1 | 2 | 6
GASC-1 inh | -6 | 6 | 41 | -2 | -20
PP1 counter | -1 | -13 | 1 | -1 | -2
EBNA-1 inh | -7 | -8 | 6 | 6 | -11
ZTA counter | -20 | 0 | -4 | 18 | -7
TPT1 inh | -4 | -3 | 2 | -2 | 1
core dimer inh | -3 | -4 | 0 | 1 | -5
Yeast superoxide | 103 | 115 | 106 | 106 | 106

36: CCCCn1c(SCc2ccc(C(=O)OC)o2)nc2cc(S(N)(=O)=O)ccc21
37: CCCSc1nnc(NC(=O)c2sc3nc(-c4cccs4)ccc3c2N)s1
38: CC1CCN(S(=O)(=O)c2ccc3c(c2)oc(=O)n3CC(=O)NCc2ccc3c(c2)OCO3)CC1
39: Oc1ccccc1N=Cc1ccc[nH]1
40: COC(=O)c1ccc(C(=S)NCC2(N(C)C)CCCCC2)cc1
Screen / compound no. | 36 | 37 | 38 | 39 | 40
PP5 primary | 0.3 | -0.7 | 2.8 | 2.5 | 1.3
Fh CTSL1 inh | 1 | 3 | -2 | 0 | -1
GASC-1 inh | -5 | -9 | 3 | 3 | 4
PP1 counter | 2 | 14 | 5 | 0 | 0
EBNA-1 inh | 9 | 20 | 3 | 9 | 9
ZTA counter | 5 | 15 | -5 | -3 | -33
TPT1 inh | 2 | 66* | -2 | -3 | -1
core dimer inh | 0 | 25 | 11 | -4 | -6
Yeast superoxide | 119 | 87 | 90 | 81 | 93

41: CC(C)Cc1nn2c(=O)cc(O)nc2s1
42: COc1ccc(CNCC(O)(c2ccccc2)c2ccc(F)cc2)cc1 (configuration not stated)
43: COc1ccc(Cc2nnc(SCC(=O)NCC3CCCO3)o2)cc1 (configuration not stated)
44: O=C(O)CCS(=O)(=O)c1ccccc1Cl
45: O=C(c1cc(COc2c(F)cccc2F)on1)N1CCC(c2ccncc2)CC1
Screen / compound no. | 41 | 42 | 43 | 44 | 45
PP5 primary | -0.2 | 1.2 | 1.8 | -2.2 | -2.5
Fh CTSL1 inh | 5 | -2 | -1 | 2 | 3
GASC-1 inh | -4 | -14 | 3 | nt | -36
PP1 counter | -7 | -2 | -1 | -3 | -2
EBNA-1 inh | -6 | 1 | 9 | 11 | -17
ZTA counter | 7 | 11 | 8 | 9 | 4
TPT1 inh | -1 | 11 | -3 | 0 | 0
core dimer inh | -3 | -1 | -2 | 4 | 2
Yeast superoxide | 104 | 103 | 108 | 110 | 108

46: O=C1CC(c2cccs2)CC2=C1C(c1ccccc1)n1ncnc1N2 (configuration not stated)
47: COc1ccc(C(O)P(=O)(OC(C)C)OC(C)C)cc1OC (configuration not stated)
48: COC(=O)N/N=C/c1cc(Cl)cc(Cl)c1OCc1ccccc1
49: C#CCn1c(-c2ccccc2)ccc(C#N)c1=O
50: CCOCCOc1nc2c(c(=O)n(C)c(=O)n2C)n1CCc1ccccc1
51: CCc1cccc(CC)c1NC(=O)CN1CC(C)SC1=NC1CCCCC1 (configuration not stated)
52: CCOC(=O)C1CCN(C(=O)Nc2ccc(Cl)cc2)CC1
53: CCOC(=O)c1cnc2sccn2c1=O
Screen / compound no. | 46 | 47 | 48 | 49 | 50 | 51 | 52 | 53
PP5 primary | 1.2 | -0.5 | 4.0 | 2.1 | -1.8 | 3.2 | 1.1 | 2.7
Fh CTSL1 inh | 1 | -1 | -1 | 2 | 1 | 0 | -1 | -1
GASC-1 inh | 0 | 26 | -7 | -11 | -9&10 | -9 | -3 | -1
PP1 counter | 0 | -6 | 1 | 2 | 2 | -3 | 6 | -5
EBNA-1 inh | 3 | 3 | -7 | -11 | -4 | -5 | 4 | 7
ZTA counter | -2 | 5 | -3 | -6 | -4 | 7 | -11 | 11
TPT1 inh | -2 | 21 | -3 | 2 | -8 | -18 | -2 | 0
core dimer inh | -5 | -3 | -3 | -1 | 6 | -3 | -7 | 2
Yeast superoxide | 105 | 104 | 84 | 89 | 97 | 109 | 100 | 96
